Compound activity as filed in PubChem BioAssay.
TRb-SRC2 inh: qHTS for Inhibitors of the Interaction of Thyroid Hormone Receptor and Steroid Receptor Coregulator 2; TRbeta-SRC2 peptide binding, fluorescence polarization; receptor liganded with 1 µM T3; Potency, µM (doses to about 106 µM), for inactives: at the highest dose activity change, negative = inhibition, hits mostly inhibitors; 280,000 compounds, 0.065% hits;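 note: plate controls were bound peptide for no effect and peptide without receptor for full effect; nearly all actives have a fitted effect of over 50% in size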
Target sequence (P10828 whole entry, looked up): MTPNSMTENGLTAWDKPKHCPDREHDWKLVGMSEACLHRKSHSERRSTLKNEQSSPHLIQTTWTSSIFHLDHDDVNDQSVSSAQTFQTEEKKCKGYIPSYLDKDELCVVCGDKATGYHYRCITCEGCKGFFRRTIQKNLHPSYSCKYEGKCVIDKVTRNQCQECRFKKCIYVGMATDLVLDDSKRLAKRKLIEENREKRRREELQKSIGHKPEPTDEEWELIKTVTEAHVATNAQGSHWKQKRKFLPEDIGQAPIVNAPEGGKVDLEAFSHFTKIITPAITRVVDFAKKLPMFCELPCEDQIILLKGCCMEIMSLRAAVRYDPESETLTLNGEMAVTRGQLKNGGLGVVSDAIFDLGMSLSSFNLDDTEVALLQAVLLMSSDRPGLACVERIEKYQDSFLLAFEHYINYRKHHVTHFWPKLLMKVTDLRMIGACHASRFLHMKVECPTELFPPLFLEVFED
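Read-out is fluorescence polarization (555 nm excitation, 632 nm emission) of a Texas Red SRC2 coactivator peptide; loss of signal reflects blocked binding to human TRb ligand-binding domain in the presence of 1 uM T3.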
aGlu spleen mod: qHTS Assay for Inhibitors and Activators of Human alpha-Glucosidase From Spleen Homogenate; Lysosomal alpha-glucosidase (Homo sapiens), P10253; Potency, µM (doses to about 79.9 µM), for the others: top-dose activity change, negative = inhibition, most hits filed as inhibitors; 240,000 compounds, 0.006% hits; human spleen homogenate, 4-MU-alpha-glucoside fluorescence;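 note: 0% = enzyme with vehicle and -100% = no enzyme basal signal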
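Human spleen homogenate (1 ug) with 4-methylumbelliferyl-alpha-D-glucopyranoside (1 mM final) in 50 mM citrate/phosphate pH 5.0, 0.01% Tween-20; 40 min at 37 C. Stopped at pH 10; 4-MU fluorescence Ex 365/Em 440 nm; AC50 by Hill fit.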
GAA glycogen: qHTS Assay for Inhibitors and Activators of Human alpha-Glucosidase Cleavage of Glycogen | Lysosomal alpha-glucosidase (Homo sapiens), P10253 | recombinant GAA, glycogen substrate, Amplex Red glucose oxidase fluorescence | Potency, µM (doses to about 76.4 µM), for the others: at the highest dose activity change, negative = inhibition, usual class: inhibitors | 300,000 compounds, 0.38% hits;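 note: 0% = full enzyme reaction and -100% = no-enzyme basal signal; the screen sought inhibitors and activators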
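qHTS, 1536-well; enzyme 4 nM final; cpd up to 77 uM; substrate bovine liver glycogen 30 ug; 50 mM citrate/phosphate pH 5.0, 0.01% Tween-20; 37 C, 40 min; Amplex Red detection 45 min RT; Hill fit → AC50.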
RECQ1 helicase: qHTS Assay for Inhibitors of RecQ-Like Dna Helicase 1 (RECQ1); 240,000 compounds, 0.54% hits; Potency, µM (highest dose often 57.3 µM), for inactives: at the top dose activity, negative = inhibition, usual class: inhibitors; RECQ1 DNA unwinding, red fluorescence kinetic read; ATP-dependent DNA helicase Q1 (Homo sapiens), P46063;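 note: plate controls were vehicle for no effect and no enzyme for full effect; nearly all actives have a fitted effect of over 30% in size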
Target sequence (P46063 whole entry, looked up): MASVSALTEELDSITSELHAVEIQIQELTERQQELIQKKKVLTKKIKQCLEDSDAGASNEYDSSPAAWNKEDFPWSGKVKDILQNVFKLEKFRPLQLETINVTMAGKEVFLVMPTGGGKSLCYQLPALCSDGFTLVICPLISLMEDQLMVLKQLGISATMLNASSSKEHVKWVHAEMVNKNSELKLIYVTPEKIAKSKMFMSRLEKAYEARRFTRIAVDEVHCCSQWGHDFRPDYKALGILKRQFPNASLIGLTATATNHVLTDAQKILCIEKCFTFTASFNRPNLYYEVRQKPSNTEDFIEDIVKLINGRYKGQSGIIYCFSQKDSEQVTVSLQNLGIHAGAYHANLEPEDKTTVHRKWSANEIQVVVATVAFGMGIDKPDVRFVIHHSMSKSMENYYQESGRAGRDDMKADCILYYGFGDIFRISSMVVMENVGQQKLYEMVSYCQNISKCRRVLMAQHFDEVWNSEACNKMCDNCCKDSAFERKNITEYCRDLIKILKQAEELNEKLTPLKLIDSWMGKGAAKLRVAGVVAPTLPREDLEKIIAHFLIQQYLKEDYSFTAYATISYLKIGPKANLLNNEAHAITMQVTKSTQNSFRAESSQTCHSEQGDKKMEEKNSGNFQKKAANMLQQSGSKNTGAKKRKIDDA
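RECQ1T1 50 nM; forked duplex (20 bp + 30-nt ss tails) 200 nM, ATP 2 mM final; pH 8.0, 2 mM MgCl2, 2.5 ug/ml poly(dI-dC); 15 min compound preincubation; discontinuous kinetic read over 2 h at RT.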
L3MBTL1 block: qHTS Assay for the Inhibitors of L3MBTL1; Lethal(3)malignant brain tumor-like protein 1 (Homo sapiens), Q9Y468; AlphaScreen L3MBTL1–H3K9me1 peptide binding; Potency, µM (titrated, usually from 57.1 µM), inactives show at the top dose activity, negative = inhibition, hits mostly inhibitors; 230,000 compounds, 0.66% hits; AID 485360, 2010; note: nearly all actives have a fitted effect of over 60% in size
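Displacement of a biotinylated histone H3(1-15) peptide monomethylated at Lys9 (75 nM) from L3MBTL1 (50 nM) was measured by AlphaScreen after a 30 min room-temperature compound incubation; cefsulodin titration served as intraplate control.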
RGS12 GoLoco inh: qHTS Assay for Inhibitors of RGS12 GoLoco Motif Activity (Red Fluorophore) | Guanine nucleotide-binding protein G(i) subunit alpha-1 (Homo sapiens), P63096 | Gai1:RGS12 GoLoco peptide FP, rhodamine, 10 min | Potency, µM (series often up to 61.6 µM), without a hit: at the top dose activity, negative = inhibition, usual class: inhibitors | 230,000 compounds, 0.44% hits | AID 880, 2007; active = well fitted inhibition curve with a large enough effect, not every such curve was filed as active; inactive = no such curve, though single readings can be large or run the other way; note: nearly all actives have a fitted effect of over 30% in size; many of its hits are not listed in these tables
TR SRC2 fluor cs: Total Fluorescence Counterscreen for Inhibitors of the Interaction of Thyroid Hormone Receptor and Steroid Receptor Coregulator 2. TRb/SRC2 Texas Red total fluorescence interference. Potency, µM (doses to about 106 µM), without a hit: at the top dose fluorescence change, negative = quenching. 280,000 compounds, 0.29% hits; active = well fitted curve in either direction with a large enough effect; inconclusive = small, poorly fitted or top-dose-only effect
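Human TRβ ligand-binding domain (0.6 uM) and Texas Red SRC2 peptide (20 nM) in Tris buffer with 1 uM T3 and 5% DMSO were incubated with pinned compound for 5 hr at ambient temperature. Total fluorescence was computed as S + 2P (555/632 nm).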
GAA inh: qHTS Assay for Inhibitors of Human alpha-Glucosidase as a Potential Chaperone Treatment of Pompe Disease; Potency, µM (top dose mostly 76.9 µM), for the others: top-dose activity change, negative = inhibition, actives largely listed as inhibitors; purified human GAA, 4-MU-alpha-glucoside fluorescence; 200,000 compounds, 0.005% hits;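 note: plate controls were uninhibited enzyme wells for no effect and no-enzyme background for full effect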
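AC50 values come from Hill fits of compound titrations (up to 77 uM) against 4 nM human enzyme. Substrate 4-methylumbelliferyl-alpha-D-pyranoside at 400 uM, pH 5.0 citrate buffer, 20 min room temperature; fluorescence Ex 365/Em 440 after alkaline stop.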
Numbers without * were called inactive; i = inactive; ? = inconclusive; / = not tested or not shown; & = joins results of further samples; [ ] = dose if it differs, or a comment. Unless noted, calls come from the whole dose curve; as a rule, active = well fitted curve in the direction sought with a large enough effect; inconclusive = small, poorly fitted or top-dose-only effect, or another doubt; inactive = no such curve, though single readings can be large; an effect the other way counts as inactive or inconclusive. Unless noted, % is set by controls: 0 for no effect and ±100 for the full control effect; potency is the fitted concentration of half-maximal effect.

SMILES	TRb-SRC2 inh	aGlu spleen mod	GAA glycogen	RECQ1 helicase	L3MBTL1 block	RGS12 GoLoco inh	TR SRC2 fluor cs	GAA inh
CCCC[C@H](NC(C)=O)C(=O)N[C@H]1CC(=O)NCCCC[C@@H](C(N)=O)NC(=O)[C@H](Cc2c[nH]c3ccccc23)NC(=O)[C@H](CCCN=C(N)N)NC(=O)[C@@H](Cc2ccccc2)NC(=O)[C@H](Cc2cnc[nH]2)NC1=O	-3%	3%	/	-11%	/	/	4%	/
CC(=O)c1coc2ccc(OCCN3CCCCC3)cc12	1%	-29%	-2%	13%	-5%	6%	-3%	-2%
O=C(N/N=C/C(Cl)=C/c1ccc([N+](=O)[O-])cc1)C(=O)Nc1ccccc1C(=O)O	1%	-1%	-1%	-11%	?	15%	-7%	-2%[15.4 µM]
Cc1ccc2nc(NC(=O)CCn3cccc3)sc2c1	4%	-15%	1%	0%	18%	5%	-5%	2%
O=C(Nc1ccccn1)C1CCN(S(=O)(=O)c2cccs2)CC1	-7%	-6%	5%	i	-2%	-1%	0%	-2%
COc1ccc(N2CCN(C(=O)CSc3nc4cc(OC)c(OC)cc4cc3C#N)CC2)cc1	-11%	-6%	-7%	-30%	-12%	-7%	-5%	-1%
O=C(c1cc2ccccc2oc1=O)N(Cc1cccc(Br)c1)C1CCS(=O)(=O)C1 (centres undefined)	-7%	-18%	-11%	i	-2%	16%	-3%	-8%
O=C(NCCc1ccccc1)c1ccccc1NC(=O)C1CCCO1 (centres undefined)	-1%	6%	-3%	i	1%	11%	-2%	2%
O=C(CCN1CCN(c2ccccc2)CC1)Nc1ccc(Cl)cc1	-8%	-1%	6%	-4%	?	-6%	-8%	1%
OC(COCCOc1ccc(Br)cc1)CN1CCCCC1 (centres undefined)	-5%[53 µM]	6%	-4%	-5%	20%	-11%	0%[53 µM]	5%
CCc1ccc(OC(=O)c2ccn(CC)n2)cc1	-8%	11%	8%	12%	-3%	-1%	-2%	-12%
Cc1cccc(-n2c(SCC(=O)NC3CCCC3)nnc2-c2ccoc2C)c1	-8%	1%	3%	i	9%	-3%	-7%	0%
CC(C)CC(COCc1ccc(C(F)(F)F)cc1)N1CCN(C(=O)c2ccc(C(F)(F)F)cc2)CCC1=O (centres undefined)	4%	-2%	-11%	3%	-9%	4%	0%	-1%
Cc1ccc2c(c1)C(O)(CC(=O)/C=C/C=C/c1ccccc1)C(=O)N2 (centres undefined)	-10%	-2%	1%	-1%	0%	9%	1%	0%[15.4 µM]
O=C(COc1cccnc1[N+](=O)[O-])NCCc1ccc(F)cc1	5%	-17%	-8%	i	5%	7%	0%	-3%
CCOc1ccc(N=C2SC(C(=O)O)CC(=O)N2C)cc1 (centres undefined)	3%	3%	-12%	-2%	-7%	-4%	7%	-1%
Cc1nn(C(=O)c2ccco2)c(C)c1Sc1ccccc1	8%	-15%	-3%	-6%	3%	2%	3%	6%
COC(=O)CCCC1=CC2=C(c3ccccc3)C(=O)C(C)(OC(=O)C3CCCC3)C(=O)C2=CO1 (centres undefined)	10%	-6%	/	-7%	/	2%	1%	/
COC1=Cc2c(ccc3ccc(=O)oc23)OC1(C)C	-21%	-3%	3%	i	/	11%	1%	-5%
CC(=O)Nc1ccc(S(=O)(=O)NCC2CCC(C(=O)NCCC(C)C)CC2)cc1 (centres undefined)	-7%	1%	3%	-5%	-2%	14%	0%	1%
CCOC(=O)C(CC)(CCC(=O)O)c1csc(N)n1 (centres undefined)	3%	-5%	6%	-2%	/	11%	-4%	0%
O=C(C1CCC(CNS(=O)(=O)c2cccc3cccnc23)CC1)N1CCCC1 (centres undefined)	7%	3%	10%	-5%	1%	2%	0%	-2%
C=CCS/C(=N\n1cnc2ccccc2c1=O)N1CCCCC1	-1%	0%	6%	1%	-6%	-4%	-2%	-3%
Nc1c(Cl)cc(Cl)cc1C(=O)OCC(=O)NC1CC1	7%	12%	2%	-1%	/	0%	0%	?
Cc1csc(NC(=O)CSc2ccccc2F)n1	7%	0%	7%	0%	/	1%	-3%	4%

Three compounds from above with just RGS12 GoLoco inh, TRb-SRC2 inh and GAA inh.
Compound | RGS12 GoLoco inh | TRb-SRC2 inh | GAA inh
COC1=Cc2c(ccc3ccc(=O)oc23)OC1(C)C | 11% | -21% | -5%
CC(=O)Nc1ccc(S(=O)(=O)NCC2CCC(C(=O)NCCC(C)C)CC2)cc1 (centres undefined) | 14% | -7% | 1%
CCOC(=O)C(CC)(CCC(=O)O)c1csc(N)n1 (centres undefined) | 11% | 3% | 0%

Other structures follow.
SMILES	TRb-SRC2 inh	aGlu spleen mod	GAA glycogen	RECQ1 helicase	L3MBTL1 block	RGS12 GoLoco inh	TR SRC2 fluor cs	GAA inh
O=C(CSc1ccc2c(c1)OCCO2)NCCN1C(=O)CSC1=O	-5%	-29%	-2%	-1%	1%	11%	0%	1%
COc1ccc(-c2cc(=O)c3c(OC(C)=O)cc(OC(C)=O)cc3o2)cc1	-9%	-6%	/	-17%	/	-3%	-1%	/
CC(C)(O)C#Cc1ccc(C(=O)N2CCCC2C(=O)O)s1 (centres undefined)	3%	-1%	-3%	i	?	8%	0%	-20%
O=C(Nc1ccccc1)N1CCCCC1c1cccnc1 (centres undefined)	-12%	0%	7%	-1%	-3%[11.4 µM]	-8%	-3%	-10%
COc1ccc(-n2c(C)cc(/C=C3\SC(=S)N(Cc4ccco4)C3=O)c2C)cc1	19%	2%	-3%	-8%	-10%	57%[activator]	5%	1%
Cc1cc(NC(=NC2CC2)c2ccccc2F)n(-c2ccccc2)n1	-6%	6%	-5%	-2%	/	6%	-4%	-11%
Cc1cc(C)n2c(C)nnc2c1	-6%	-7%	1%	-2%	/	-3%	-7%	/
CCn1c(COc2ccc(=O)n(-c3ccccc3)n2)nnc1SCc1ccccc1	-9%	2%	4%	0%	2%	-9%	-4%	1%
CCCCN(C(=O)Cn1nnc2ccccc21)C(C(=O)NCCOC)c1ccc(OC)cc1 (centres undefined)	-4%	-6%	0%	-11%	5%	4%	0%	-6%
COc1ccc(C(=O)Nc2cc(=O)n(C)c(=O)n2C)cc1	-2%	-3%	4%	-12%	/	4%	0%	0%
Cn1c(N)c(C(=O)COC(=O)c2cc(-c3ccccc3)nc3ccccc23)c(=O)n(Cc2ccccc2)c1=O	8%&-2%	-9%&4%	-4%	-2%&-2%	-6%	54%&27%[activator]	-3%&1%	4%
CC1(C)CC(=O)C2=C(C1)NCN(Cc1ccccc1)C2	12%	-5%	8%	-13%	4%	11%	0%	2%
Cc1nn(CCCC(=O)O)c(C)c1[N+](=O)[O-]	-6%	-1%	8%	-1%	0%	6%	4%	-3%
COc1cc2c3c(c1OC)C1(C=CC(=NO)C=C1)CC3N(C(C)=O)CC2 (centres undefined)	-2%	2%	1%	-15%	?	-9%	2%	-3%
CC(C)[C@@H](CC(=O)N[C@@H]1CCNC[C@H]1C(=O)N[C@H](CC(=O)N[C@@H](CCC(=O)O)CC(=O)O)Cc1ccccc1)NC(=O)C[C@H](Cc1c[nH]c2ccccc12)NC(=O)[C@@H]1CCCC[C@H]1N	-3%	-3%	/	-7%	/	1%	0%	/
COc1ccc(C2C(C#N)=C(N)Nc3onc(C(C)(C)C)c32)c(OC)c1 (centres undefined)	-3%	0%	-1%	i	-6%	2%	-3%	-5%
Cc1ccc2nc3sc(C(=O)N4CCCc5ccccc54)c(N)c3cc2c1	-5%	-10%	-3%	7%	1%	6%	-5%	3%
O=C(Oc1ccccc1Cl)c1ccc(N2CCOCC2)c([N+](=O)[O-])c1	-2%	-3%	-7%	-5%	-12%	10%	6%	-6%
Cc1ccc(-c2csc3ncn(CC(=O)N4CCOCC4)c(=O)c23)cc1	0%	1%	-2%	-3%	4%	2%	-5%	-1%
N#CCSc1nc2c(c(=O)n1Cc1ccco1)C1(CCCC1)Cc1ccccc1-2	2%	6%	-7%	-16%	0%	6%	-5%	-11%
O=C(CSCc1cccc(Cl)c1)N1CCN(Cc2ccc3c(c2)OCO3)CC1	13%	-4%	-10%	-8%	/	13%	0%	-5%
O=C(NC1CCCCC1)C(c1cccnc1)N(CCc1ccccc1)C(=O)Cc1cccs1 (centres undefined)	-2%	4%	-5%	-3%	-4%	9%	5%	-2%
COc1cc(-c2[nH]nc3c2C(c2ccco2)C(C#N)=C(N)O3)cc(OC)c1OC (centres undefined)	5%	8%	9%	1%	-5%	2%	-1%	?
c1ccc(-c2nc(NCC3CCCO3)c3ccccc3n2)nc1 (centres undefined)	2%	-1%	-1%	0%	-8%	7%	-7%	4%
O=C(CCn1nc(-c2ccccc2)c2ccccc2c1=O)N1CCN(c2ccccc2)CC1	-11%	-8%	4%	i	/	0%	-5%	?
C/C=C\C(=O)Nc1cccc(C2=NOC3(C2)C[C@H](C(N)=O)N(C(=O)Cc2ccc([N+](=O)[O-])cc2)C3)c1 (some centres undefined)	2%	-5%	0%	i	/	5%	-1%	/
CCCCCCNC(=O)N[C@H](C(=O)NCCC[C@H]1CN2C(=NC[C@H]2C)N1CCC(c1ccccc1)c1ccccc1)C(C)O (some centres undefined)	4%	2%	13%	i	/	10µM*	1%	/
COc1cccc(NC(=O)c2ccccc2NS(C)(=O)=O)c1	6%	-5%	-1%	-1%	-1%	9%	0%	0%

Some of the compounds tested; count on the stated rates, not on these rows.
